Bioassay records from PubChem.
HTR5A inv ctr: HTR5A inverse agonists in luminescence cell assay, primary screen, counter-screen for OPRM1-OPRD1 heterodimer inverse agonist project, full-deck HTS. hit rate 0.083% among 340,000. HTR5A cell line, inverse agonism. AID 504634, 2011. 5-hydroxytryptamine receptor 5A (Homo sapiens), P47898. inhibition, % at 9.3 µM; in the data active means inhibition mostly above about 23%, no sharp cut-off; inactive means mostly below about 18%;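 further: 0% = cells with DMSO and 100% = no-cell wells with DMSO; some compounds called inactive have numbers as strong as hits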
PKA-R1A activ: activators of PKA-R1A holoenzyme, primary screen, biochemical, fluorescence polarization, Cy5-IP20, bovine R1A, mouse PKAc; PKA-R1A dissociation; scaled: DMSO 0%, 113 µM cGMP 100%; activation, % at 11.4 µM; hit rate 0.083% among 340,000; AID 504707, 2011;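 active means percent activation above the mean of all tested compounds plus 3 SD, cut at about 19% in these data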;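 further: higher means more PKAc released from R1A so a rise in polarization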
Arr AP2 block: inhibitors of beta-arrestin/AP2 binding, primary screen, biochemical, GPCR trafficking, flow cytometry. beta-arrestin 1 C-terminal peptide binding to AP2 beta2-adaptin appendage (human). FITC-arrestin peptide / GST-AP2 beads; AP2 beta2 appendage carries R879A mutation. inhibition, % at 10 µM. hit rate 0.31% among 340,000. AID 504490, 2011;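 active means inhibition above a set limit, near 3 SD of compounds lacking own fluorescence, cut at about 54% in these data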;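 further: plate controls were DMSO wells for no effect and 5 µM unlabelled arrestin peptide for full effect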
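test system = AP2 appendage R879A on GSH beads | buffer or medium = PBS plus Tween 20 (0.05%) and BSA (0.1%) | incubation = 12 min plus 1 h, RT | detection = bead flow cytometry, FITC channel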
Pemphigus Ab inh: inhibitors of pemphigus antibody binding to DSG3, primary screen, biochemical, bead-based, flow cytometry, scFv-GFP | Desmoglein-3 (Homo sapiens), P32926 | DSG3-coupled beads, scFv-anti-DSG3-GFP binding; active compounds read low | binding (percent of control), % at 10 µM | hit rate 0.48% among 310,000 | AID 588358, 2011;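 active means binding more than 3 SD below its plate's average and above zero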;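 further: hits lower antibody fragment binding to DSG3; some compounds called inactive have numbers as strong as hits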
MOR-DOR inv ag: inverse agonists of MOR-DOR heterodimerization, primary screen, cell-based, luminescence | Mu-type opioid receptor (Homo sapiens) + Delta-type opioid receptor (Homo sapiens), … | cell-based MOR-DOR heterodimer luminescence, inverse agonism | inhibition, % at 9.3 µM | hit rate 0.21% among 340,000; in the data active means inhibition above about 22%, passing the limit was not always enough;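 further: 0% = cells with DMSO and 100% = wells without cells with DMSO; values of inactives mirror those of a sister screen read the other way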
Target sequence (P35372 whole entry, looked up): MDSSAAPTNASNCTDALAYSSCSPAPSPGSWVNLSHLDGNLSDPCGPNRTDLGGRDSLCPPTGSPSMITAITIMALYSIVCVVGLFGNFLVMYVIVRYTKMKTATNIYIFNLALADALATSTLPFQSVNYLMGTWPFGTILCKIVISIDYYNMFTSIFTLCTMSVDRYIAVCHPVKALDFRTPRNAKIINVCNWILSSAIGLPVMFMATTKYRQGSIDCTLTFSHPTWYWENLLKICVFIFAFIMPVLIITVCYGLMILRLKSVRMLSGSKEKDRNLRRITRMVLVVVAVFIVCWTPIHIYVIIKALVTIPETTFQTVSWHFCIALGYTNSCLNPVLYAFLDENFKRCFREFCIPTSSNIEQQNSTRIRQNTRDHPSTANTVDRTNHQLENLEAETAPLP
Target sequence (P41143 whole entry, looked up): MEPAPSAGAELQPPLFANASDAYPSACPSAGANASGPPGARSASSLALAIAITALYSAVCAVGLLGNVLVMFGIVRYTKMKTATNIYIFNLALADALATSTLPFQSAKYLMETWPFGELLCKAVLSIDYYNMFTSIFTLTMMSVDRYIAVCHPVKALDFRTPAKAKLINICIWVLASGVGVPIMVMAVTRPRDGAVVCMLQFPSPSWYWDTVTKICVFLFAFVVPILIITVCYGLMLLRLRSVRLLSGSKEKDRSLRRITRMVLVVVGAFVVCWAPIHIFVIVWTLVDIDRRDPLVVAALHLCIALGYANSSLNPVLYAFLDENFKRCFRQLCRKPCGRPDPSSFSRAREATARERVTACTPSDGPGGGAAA
OPRM1-OPRD1 ag: agonists of OPRM1-OPRD1 heterodimerization, primary screen, cell-based, luminescence; activation, % at 9.3 µM; AID 504326, 2011; cells; hit rate 0.3% among 340,000; Mu-type opioid receptor (Homo sapiens) + Delta-type opioid receptor (Homo sapiens), …; in the data active means activation above about 18%;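 further: 0% = vehicle-treated cells and 100% = reference agonist; values of inactives mirror those of a sister screen read the other way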
PKA-R2B activ: activators of PKA-R2B holoenzyme, primary screen, biochemical, fluorescence polarization, Cy5-IP20, human; cAMP-dependent protein kinase catalytic subunit beta (Homo sapiens) + cAMP-dependent …; PKA-R2B holoenzyme dissociation; R2B truncated from residue 108, S112A mutant; 0% DMSO only, 100% 113 µM cGMP; activation, % at 11.4 µM; hit rate 0.079% among 340,000; AID 504700, 2011;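 active means activation above a cutoff set at the mean over all compounds plus 3 SD, cut at about 18% in these data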;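 further: higher means more holoenzyme dissociation and a rise in polarization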
DAGLB inh: DAGLB lipase inhibitors, primary screen, biochemical, fluorescence, HTS; Diacylglycerol lipase-beta (Homo sapiens), Q8NCG7; HEK293T DAGLB membrane lysate, EnzChek fluorogenic substrate; inhibition, % at 5.17 µM; hit rate 0.059% among 340,000; in the data active means inhibition above about 34%;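 further: 0% = enzyme with vehicle and 100% = wells lacking enzyme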
V-ATPase pHluor: regulators of yeast V-ATPase proton pumping, primary screen, pHLuorin cytosolic pH fluorescence | S. cerevisiae | response, % at 10 µM | hit rate 0.37% among 350,000 | AID 504577, 2011; in the data active means response mostly above about 7.3%, no sharp cut-off; inactive means mostly below about 5.4%; further: actives read high; inactives centre near 0; some compounds called inactive have numbers as strong as hits; reference of the scale not given here
HTR5A ag: HTR5A agonists in luminescence cell assay, primary screen, counter-screen for OPRM1-OPRD1 heterodimer agonist project, full-deck HTS; 5-hydroxytryptamine receptor 5A (Homo sapiens), P47898; cell-based; activation, % at 9.3 µM; hit rate 0.61% among 340,000; in the data active means activation mostly above about 9.5%, no sharp cut-off; inactive means mostly below about 7.6%;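 further: 0% = cells with vehicle only and 100% = reference agonist; strong numbers were not always called active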
The depositor's hits bear a star; x = not tested or not shown. Random draw from the library; any-hit rate near 2.4%.

| compound | HTR5A inv ctr | PKA-R1A activ | Arr AP2 block | Pemphigus Ab inh | MOR-DOR inv ag | OPRM1-OPRD1 ag | PKA-R2B activ | DAGLB inh | V-ATPase pHluor | HTR5A ag |
| --- | --- | --- | --- | --- | --- | --- | --- | --- | --- | --- |
| CCN(CC)C(=O)C1CCN(CC2CC=CCC2)CC1 (configuration not stated) | 2.6 | 6.6 | -4.9 | 103.9 | 0.3 | -0.1 | 2.4 | 1.9 | -4.0 | -4.2 |
| COc1cc(C(C(=O)NCC2CCCO2)N(C(=O)Cn2nnc3ccccc32)c2ccc(OC)c(OC)c2)ccc1O (configuration not stated) | 5.0 | -2.1 | 3.5 | x | 10.9 | -1.7 | -2.0 | 0.1 | 1.2 | -3.1 |
| COc1cc(CCC(C)NCc2ccccc2)ccc1O (configuration not stated) | -8.5 | -4.9 | -9.1 | 113.2 | 13.3 | -2.9 | 7.1 | 1.2 | 1.7 | 2.4 |
| C(=C\c1nc(-c2cccnc2)no1)/c1ccccc1 | -1.6 | 2.8 | 11.5 | 100.7 | -0.6 | 0.1 | -1.6 | -3.8 | -2.5 | 0.6 |
| O=C1NC[C@@H](Cc2cccc3ccccc23)N(CC2CCCCC2)C1=O | -4.6 | -6.6 | x | 96.5 | 7.4 | -1.3 | -1.9 | -4.1 | -2.9 | -3.1 |
| Cc1nc2nc(-c3cccs3)cn2nc1C | -17.0 | 1.5 | 4.8 | x | -13.5 | 2.3 | 0.1 | -0.1 | -4.9 | 6.5 |
| C[C@@H]1CC[C@H]2C(=O)N3[C@@H](CC[C@@H](C)[C@@H]3c3ccc(Br)cc3)C(=O)N2[C@H]1c1ccc(Br)cc1 | -34.6 | -4.8 | -1.7 | 96.0 | 1.0 | -0.2 | -6.0 | -1.0 | 9.6 | 7.3 |
| CSc1nc2c(c(=O)[nH]1)C(c1cccs1)C1=C(CCCC1=O)N2 (configuration not stated) | -1.0 | -4.1 | 0.6 | x | 2.1 | -0.3 | 13.2 | 0.9 | -0.3 | -1.5 |
| Cc1ccc(C)n1CCN1CCN(C(=O)c2ccco2)CC1 | -17.1 | -1.9 | 2.1 | 91.0 | 18.9 | -4.5 | 11.8 | -1.7 | 0.5 | 6.8 |
| C=C[C@@H]1c2c(F)cccc2N(S(=O)(=O)c2ccc(C)cc2)[C@H](c2ccc(OC(C)=O)cc2)C1(C#N)C#N | 3.7 | 0.4 | 8.2 | 100.9 | -8.2 | 1.4 | 9.2 | -6.5 | 1.8 | -0.5 |
| Cc1ccccc1-c1nnc(SCCC(=O)N2CCOCC2)o1 | 0.2 | 1.9 | 1.3 | x | 7.8 | -1.7 | -0.1 | -0.6 | -0.2 | -0.1 |
| COc1ccc(/C=C2\SC(=S)N(CCCC(=O)N3CCN(C)CC3)C2=O)cc1 | -11.9 | 3.9 | 8.8 | 90.1 | -7.6 | 1.4 | 14.2 | 0.4 | -1.6 | 4.9 |
| COc1ccccc1NS(=O)(=O)c1cccc(C(=O)N2CCN(C(=O)c3ccco3)CC2)c1 | -7.8 | 2.2 | -2.9 | x | -6.8 | 1.7 | 3.8 | -1.2 | 1.3 | 2.8 |
| COc1ccc(-c2ccc3c(c2)S(=O)(=O)c2cccc(C(=O)NC4CCCC4)c2C3=O)cc1OC | -27.6 | -13.2 | 7.0 | 100.7 | 6.3 | -1.1 | -2.7 | -1.6 | -4.5 | 10.2 |
| Cc1ccc(C(=O)OCC(=O)NNC(=O)c2ccccc2)c(O)c1 | 4.4 | -0.4 | -22.0 | 112.7 | 0.6 | -0.1 | 5.9 | -0.9 | -0.2 | -1.2 |
| CC1CCN(C(=O)CN(Cc2ccc(F)cc2)S(C)(=O)=O)CC1 | -5.2 | -3.1 | 0.1 | 101.4 | 18.1 | -3.9 | -6.8 | -0.6 | -4.2 | 1.4 |
| Cc1ccccc1NC(=O)C1CCN(C2=NS(=O)(=O)c3ccccc32)CC1 | -6.7 | -1.4 | 4.1 | 93.9 | -11.6 | 2.5 | 3.2 | -4.1 | 0.3 | 2.6 |
| COCC(=O)N1CCC2CC1c1c(-c3ccc(C(F)(F)F)cc3)cccc12 (configuration not stated) | -8.2 | 2.5 | 2.5 | 105.8 | 1.9 | -0.4 | -12.7 | -2.7 | -1.3 | 2.4 |
| CCN(CCNC(=O)C1CCN(S(=O)(=O)c2cccc3cccnc23)CC1)c1ccccc1 | -7.9 | -13.0 | -5.8 | 104.8 | 11.1 | -2.2 | 0.3 | 0.2 | -3.5 | 2.6 |
| COc1cccc(CC(=O)N(CCC2=CCCCC2)c2c(N)n(Cc3ccccc3)c(=O)[nH]c2=O)c1 | 18.2 | -7.0 | 4.8 | 101.3 | -2.9 | 0.4 | -10.8 | 4.4 | -4.6 | -7.0 |
| Cc1cc(C)c2nc(NC(=O)CN3C(=O)NC4(CCCC4)C3=O)sc2c1 | -7.7 | -10.0 | -3.6 | 102.3 | -9.3 | 1.4 | -9.7 | 3.5 | 4.9 | 0.4 |
| O=C(CSc1nc2ccccc2n1CCc1ccccc1)N1CCOCC1 | 4.5 | -0.3 | 9.3 | 120.0 | 2.1 | -0.4 | -10.4 | 0.3 | -1.2 | 0.7 |
| O=C(c1cccc([N+](=O)[O-])c1)N1CCCC(C(=O)N2CCCCC2)C1 (configuration not stated) | -11.2 | -1.7 | 2.2 | x | 2.9 | -0.6 | -1.3 | -2.1 | -1.2 | -4.0 |
| O=[N+]([O-])c1ccc2nc[nH]c2c1 | -21.5 | 5.6 | 7.0 | 90.2 | 1.5 | -0.3 | -0.7 | -0.3 | 6.5 | 5.6 |
| CN(CC1CCOCC1)C(=O)CC1C(=O)NCCN1CC1CCCCC1 (configuration not stated) | 0.3 | 5.1 | 13.4 | 97.5 | 11.9 | -2.3 | 15.6 | -1.0 | 1.0 | 0.6 |
| N#C/C(=C\c1c(Cl)cccc1Cl)c1nc2ccccc2o1 | -4.2 | -1.4 | -5.2 | 117.8 | -26.5 | 4.9 | -2.1 | -1.2 | -2.3 | 0.7 |
| O=C(O)c1cccc(-n2cccc2/C=C2/NC(=O)N(c3ccc(Cl)cc3)C2=O)c1 | 5.4 | -6.6 | 3.6 | 40.6* | 14.1 | -2.5 | 4.6 | 5.8 | -1.0 | -2.1 |
| Cc1cc(=O)n(C(C)(C)C)c(=O)n1Cc1ccccc1 | -10.0 | -6.3 | 24.1 | 99.5 | 15.9 | -3.3 | -3.5 | -2.2 | 1.6 | 2.7 |
| S=C(NCC1CCCO1)N1CCN(c2cccc(Cl)c2)CC1 (configuration not stated) | 7.1 | -7.4 | 11.8 | 100.4 | 0.5 | -0.1 | -3.6 | -3.4 | -1.2 | 1.4 |
| COc1ccc(NC(=O)C2CCCN(c3nn4c(=O)cc(C)nc4s3)C2)cc1 (configuration not stated) | -28.3 | -10.2 | 6.2 | 108.3 | 16.8 | -3.1 | 2.5 | 4.0 | 2.6 | 0.5 |

Structures listed so far with a furan ring, fused or not:
| compound | HTR5A inv ctr | PKA-R1A activ | Arr AP2 block | Pemphigus Ab inh | MOR-DOR inv ag | OPRM1-OPRD1 ag | PKA-R2B activ | DAGLB inh | V-ATPase pHluor | HTR5A ag |
| --- | --- | --- | --- | --- | --- | --- | --- | --- | --- | --- |
| Cc1ccc(C)n1CCN1CCN(C(=O)c2ccco2)CC1 | -17.1 | -1.9 | 2.1 | 91.0 | 18.9 | -4.5 | 11.8 | -1.7 | 0.5 | 6.8 |
| COc1ccccc1NS(=O)(=O)c1cccc(C(=O)N2CCN(C(=O)c3ccco3)CC2)c1 | -7.8 | 2.2 | -2.9 | x | -6.8 | 1.7 | 3.8 | -1.2 | 1.3 | 2.8 |

Further records follow.
| compound | HTR5A inv ctr | PKA-R1A activ | Arr AP2 block | Pemphigus Ab inh | MOR-DOR inv ag | OPRM1-OPRD1 ag | PKA-R2B activ | DAGLB inh | V-ATPase pHluor | HTR5A ag |
| --- | --- | --- | --- | --- | --- | --- | --- | --- | --- | --- |
| Cc1cc(OCc2ccc(C(=O)n3cccn3)o2)ccc1Cl | 18.4 | -6.6 | 0.3 | x | -1.5 | 0.2 | 1.3 | -7.6 | -0.4 | 10.1 |
| COc1cc(-c2nnc(SCC(=O)O)n2-c2ccccc2)cc(OC)c1OC | -14.8 | 5.9 | 34.0 | 99.0 | 20.7 | -4.5 | 4.0 | -1.1 | 2.3 | 4.0 |
| Cc1ccc(-n2ncc3c(Nc4c(C)n(C)n(-c5ccccc5)c4=O)ncnc32)c(C)c1 | -21.2 | -4.1 | 1.2 | 98.1 | 9.9 | -1.7 | -6.8 | -0.2 | -0.1 | -2.0 |
| Cc1ccc(Cn2c(C(=O)O)cc3sccc32)cc1 | 13.6 | 3.2 | -6.3 | 92.9 | 14.9 | -2.4 | 5.5 | 5.1 | -2.3 | 1.6 |
| O=C(CN1CCN(c2ccccc2O)CC1)NNC(=O)c1ccc(Cl)cc1 | 8.3 | -19.4 | 12.8 | 105.4 | 13.1 | -2.7 | -10.6 | -1.0 | 1.0 | 1.0 |
| O=C(COc1ccccc1)N(Cc1ccco1)C1CCS(=O)(=O)C1 (configuration not stated) | 4.4 | 1.4 | -2.7 | 93.4 | 4.3 | -0.7 | 3.0 | 1.8 | -2.0 | -1.9 |
| O=C(CCN1CCCCC1)N1CCc2c([nH]c3ccccc23)C1c1cccnc1 (configuration not stated) | -14.4 | -2.3 | 11.2 | 91.0 | 11.2 | -2.5 | -1.5 | -1.3 | -7.9 | 3.8 |
| COc1ccc(/C(=N\O)c2ncc(C(F)(F)F)cc2Cl)cc1 | -13.0 | 6.6 | 17.7 | 107.7 | -28.2 | 5.0 | 4.0 | 0.2 | -5.5 | 1.4 |
| COC(=O)[C@@]1(C)[C@H]2C(=O)N(C)C(=O)[C@H]2[C@H]2CN=C(SC)N21 | -2.4 | -0.2 | 11.0 | 100.3 | 11.2 | -2.3 | -1.0 | -3.6 | 2.8 | 0.7 |
| O=C(O)c1cccc(S(=O)(=O)Nc2ccccc2N2CCOCC2)c1 | -8.0 | -7.2 | 2.8 | 89.3 | 9.2 | -1.8 | -12.0 | -0.7 | 1.8 | 1.4 |
| O=C1c2oc3ccccc3c(=O)c2C(c2cccnc2)N1CCCN1CCOCC1 (configuration not stated) | 10.5 | -7.8 | -2.2 | 98.8 | 15.8 | -2.8 | 3.3 | -2.2 | -0.1 | -4.6 |
